esBAF inh = SWI/SNF esBAF complex inhibition; mouse ES cells, Bmi1-luciferase knock-in reporter, 24 h; 100% = twice the neutral-well signal; reporter increase, % at 12.5 µM; 350,000 tested, 2% active; in the data active = activation above about 40%;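 note: 0% = median of the plate's neutral control wells and 100% = double that signal; a rise in the Bmi1 reporter signal indicates esBAF inhibition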
RAD52 anneal inh = RAD52 (human) annealing inhibition | P43351 | recombinant RAD52 DNA annealing, FRET fluorescence | inhibition, % at 18.7 µM | 360,000 tested, 0.46% active | AID 651710;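 active = every replicate showing at least 50% inhibition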
ARNT TACC3 PPI = disruptors of human ARNT/TACC3 interaction | Q9Y6A5 | AlphaScreen His-ARNT PAS-B/GST-TACC3 binding, luminescence; TACC3 fragment carries E629A point mutation | inhibition, % at 9.99 µM | 390,000 tested, 0.66% active | AID 623870;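 active = mean inhibition of replicates at least 50% and at least half of replicates each reaching 50%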;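 note: 0% = complete ARNT plus TACC3 wells and 100% = ARNT alone without TACC3; many hits fall short of the cut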
Casp6 inh = inhibitors of human caspase-6. P55212. purified caspase-6, Z-VEID-R110 cleavage fluorescence. inhibition, % at 12.5 µM. 350,000 tested, 0.53% active;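 active = mean inhibition across replicates at least about 35%, with every replicate also reaching that limit, limit read from the data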;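 note: 0% = median of neutral control wells and 100% = no fluorescence left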
Target sequence (P55212 24-179 limits assumed): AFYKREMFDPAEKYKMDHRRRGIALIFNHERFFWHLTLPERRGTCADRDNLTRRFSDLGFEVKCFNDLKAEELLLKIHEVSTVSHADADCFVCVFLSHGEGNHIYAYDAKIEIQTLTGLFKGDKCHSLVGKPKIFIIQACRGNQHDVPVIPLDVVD
Target sequence (P55212 194-293 limits assumed): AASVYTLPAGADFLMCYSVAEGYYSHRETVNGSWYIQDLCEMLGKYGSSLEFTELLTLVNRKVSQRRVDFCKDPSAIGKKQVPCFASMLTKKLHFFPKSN
E-selectin induc = induces E-selectin expression in human endothelial cells | P16581 | HUVEC E-selectin immunofluorescence imaging; normalized: neutral wells 0, TNF-alpha wells 100 | activation, % at 7.58 µM | 260,000 tested, 0.37% active | AID 686992;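 active = mean E-selectin-positive cell signal at least 10% of the positive control, reached in at least 60% of replicates, without over 20% cell loss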;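 note: in these data hits start at about 27%; measured in HUVEC primary endothelial cells; signal is the percent of cells scored E-selectin positive by PE staining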
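Test system: HUVEC; input: 3,000 HUVEC/well; measured by: immunofluorescence imaging; read-out: % PE-positive cells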
ERp5 inh = blocks human ERp5 reductase activity on insulin. 350,000 tested, 0.05% active. inhibition, % at 9.99 µM. Q15084. ERp5 insulin aggregation, absorbance 650 nm, 90 min;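 active = mean replicate inhibition above about 25%, with every replicate also reaching it, limit read from the data, passing the limit was not always enough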
RAD54 branch = RAD54 (human) branch migration inhibition | RAD54 Holliday junction branch migration, FAM/BHQ fluorescence | Q92698 | AID 602329 | inhibition, % at 10.4 µM | 360,000 tested, 0.14% active;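 active = mean normalized replicate activity at least 40 and at least half of replicates scoring 40 or more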;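 note: 0% = median of neutral control wells and 100% = median of positive control wells; inhibitors cause a drop in the FAM fluorescence signal; in these data hits start at about 50%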
Target sequence (Q92698 whole entry, looked up): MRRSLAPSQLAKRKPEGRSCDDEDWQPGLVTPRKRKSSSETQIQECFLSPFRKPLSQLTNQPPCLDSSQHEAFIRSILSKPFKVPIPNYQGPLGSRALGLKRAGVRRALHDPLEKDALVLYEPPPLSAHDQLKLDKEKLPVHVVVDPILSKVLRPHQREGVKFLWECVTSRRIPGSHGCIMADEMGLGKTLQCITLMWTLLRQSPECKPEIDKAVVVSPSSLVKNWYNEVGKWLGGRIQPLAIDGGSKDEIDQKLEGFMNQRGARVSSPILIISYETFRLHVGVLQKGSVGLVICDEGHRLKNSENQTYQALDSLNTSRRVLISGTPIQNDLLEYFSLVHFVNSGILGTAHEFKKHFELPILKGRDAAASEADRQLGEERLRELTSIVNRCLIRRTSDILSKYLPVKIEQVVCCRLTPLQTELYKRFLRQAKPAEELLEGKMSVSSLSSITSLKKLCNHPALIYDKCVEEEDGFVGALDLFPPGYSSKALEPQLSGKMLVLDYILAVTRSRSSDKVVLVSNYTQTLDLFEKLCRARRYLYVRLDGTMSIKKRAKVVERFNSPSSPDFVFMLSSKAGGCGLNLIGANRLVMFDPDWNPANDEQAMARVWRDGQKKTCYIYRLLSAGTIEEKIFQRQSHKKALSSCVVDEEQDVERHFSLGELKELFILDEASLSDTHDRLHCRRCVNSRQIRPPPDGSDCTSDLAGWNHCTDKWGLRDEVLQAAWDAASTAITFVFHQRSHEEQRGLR
PglD inh = PglD (C. jejuni) enzyme inhibition. AID 602405. inhibition, % at 12.5 µM. purified PglD enzyme, DTNB colorimetric CoA detection. 360,000 tested, 0.098% active; in the data active = inhibition above about 16%, passing the limit was not always enough; note: strong numbers were not always called active
The depositor's hits bear a star; x = no result given. Random draw from the library; overall some 3.2% were active at least once.

Fields – esBAF inh	RAD52 anneal inh	ARNT TACC3 PPI	Casp6 inh	E-selectin induc	ERp5 inh	RAD54 branch	PglD inh
FC(F)(F)c1cccc(-c2cc3nc(NCCCn4ccnc4)ccn3n2)c1
 : 27.9	-7.1	x	-10.7	0.0	-4.0	2.9	2.8
COc1c(Cl)cc(C(=O)Nc2ccccc2-c2ccccc2)cc1Cl
 : -5.7	x	-3.7	x	x	x	-1.3	4.1
Cc1nc2sc3c(c2c2nnc(SCC(=O)NCc4ccco4)n12)CCCC3
 : -3.6	x	7.2	x	x	x	2.9	0.4
Cc1nn(-c2ccccc2)c(C)c1C(=O)OCC(=O)c1c(N)n(CC(C)C)c(=O)n(C)c1=O
 : 1.5	x	3.2	x	x	x	0.0	-6.5
CCN1C(=O)[C@H]2[C@@H](c3ccc(C)cc3)N3C(=O)N(c4ccccc4)C(=O)[C@@]3(Cc3ccccc3)[C@H]2C1=O
 : 0.1	-10.8	8.8	0.0	0.0	-2.0	-16.0	2.2
COc1ccc(CCNC(=O)c2cc(-c3ccccn3)nc3c(Cl)cccc23)cc1OC
 : x	-24.4	-10.2	0.2	2.6	7.7	x	x
CCCC(C)C(=O)Nc1nnc(CCc2ccccc2)s1 (stereo not given)
 : -0.1	-12.7	5.5	-3.7	x	-1.6	0.9	-6.2
CCCC(=O)Nc1ccc2c(c1)C(=O)N(C)[C@H]1CC[C@H](CC(=O)Nc3ccccc3)O[C@@H]1CO2
 : -5.7	0.5	-4.9	3.6	-0.1	-0.8	1.0	-2.6
Cc1ccc(Cc2c(-c3cccc(Cl)c3)nc3c(C)cc(Br)cn23)cc1
 : 2.3	-22.7	x	0.7	0.3	5.3	-5.2	-1.9
O=C(Nc1cc(Cl)ccc1O)c1cc2n(n1)C(C(F)(F)F)CC(c1ccc3c(c1)OCO3)N2 (stereo not given)
 : 9.1	x	1.2	x	x	x	-6.4	6.9
COc1cc(/C=N/NC(=O)CNC(=O)c2ccccc2)ccc1OC(=O)c1cccs1
 : 0.3	x	-3.0	x	x	x	6.1	-0.1
CN1CCN(S(=O)(=O)c2ccc3c(c2)NC(=O)CS3)CC1
 : 10.5	-10.5	-1.7	-0.6	x	4.1	-4.0	0.6
Cc1ccc(C(=O)c2cc3c(cc2N)OCCO3)cc1
 : -4.8	-4.6	9.2	0.0	0.5	4.5	13.7	-0.3
Cc1cccc(CCNC(=O)CC2C(=O)NCCN2Cc2ccc(F)c(F)c2)n1 (stereo not given)
 : -4.3	-27.5	-6.1	-6.1	x	2.9	2.2	7.1
CCOc1ccc(CNC(=O)CCS(=O)(=O)Cc2cccc(Cl)c2)cc1OC
 : x	-27.5	-4.5	-1.4	1.1	2.2	9.5	0.0
Cc1ccc(-n2nc3c(=S)[nH]nc(C)c3c2C)cc1
 : 13.0	x	-9.3	x	x	x	-3.2	-7.2
COc1cc(OC)c2c(-c3ccccc3)cc(=O)oc2c1C(CC(=O)N1CCOCC1)c1ccc(N(C)C)cc1 (stereo not given)
 : 11.5	-6.7	11.3	0.7	-0.1	-3.6	3.9	0.2
CNC(=S)N1CCn2cccc2C1c1ccc(F)cc1 (stereo not given)
 : 1.7	-49.9	-1.3	0.5	2.5	3.6	-1.4	2.2
O=C(NCCCc1ccccc1)c1ccc(F)cc1
 : 64.5*	x	-6.5	x	x	x	-8.5	1.7
COc1cccc(CSc2nnc(-c3ccc(F)cc3)o2)c1
 : -1.7	x	1.6	x	x	x	14.9	0.1

A second format for some results above:
Cc1ccc(C(=O)c2cc3c(cc2N)OCCO3)cc1
  esBAF inh: -4.8
  RAD52 anneal inh: -4.6
  ARNT TACC3 PPI: 9.2
  Casp6 inh: 0.0
  E-selectin induc: 0.5
  ERp5 inh: 4.5
  RAD54 branch: 13.7
  PglD inh: -0.3
Cc1cccc(CCNC(=O)CC2C(=O)NCCN2Cc2ccc(F)c(F)c2)n1 (stereo not given)
  esBAF inh: -4.3
  RAD52 anneal inh: -27.5
  ARNT TACC3 PPI: -6.1
  Casp6 inh: -6.1
  E-selectin induc: x
  ERp5 inh: 2.9
  RAD54 branch: 2.2
  PglD inh: 7.1

The results go on.
Fields – esBAF inh	RAD52 anneal inh	ARNT TACC3 PPI	Casp6 inh	E-selectin induc	ERp5 inh	RAD54 branch	PglD inh
CCOc1ccccc1/C=N/NC(=O)c1nnn(-c2nonc2N)c1CN1CCCCCC1
 : 6.3	-12.8	x	-1.0	-0.3	5.7	15.3	0.4
CC[C@]12c3[nH]c4cc(-c5ccco5)ccc4c3CCN1C(=O)[C@@H](CC(=O)NC(C)(C)C)C[C@@H]2C(=O)N1CCN(C(=O)C2CC2)CC1
 : 1.6	-32.9	11.6	3.4	0.0	-1.8	-23.8	-3.7
CCNC(=O)NCCNC(=O)c1cc(OCC(F)(F)F)ccc1OCC(F)(F)F
 : 5.2	1.4	-4.9	3.0	x	1.2	4.1	0.1
CCc1ccccc1NC(=O)CN(C)C(=O)c1cc(C2CC2)nn1-c1ccccc1
 : -3.9	-19.4	4.4	-0.9	x	0.8	-11.8	3.1
CC[C@H](C)[C@H]1CNC(=S)N1CC1CCN(CCC(C)C)CC1
 : -12.5	2.4	x	-16.9	-0.1	-1.0	-8.5	-3.6
O=S(=O)(O)c1ccc(N2N=C(c3ccccc3)CC2c2ccccc2)cc1 (stereo not given)
 : x	-5.1	-27.4	17.2	x	2.4	x	x
CSc1nc(NCC(C)C)nc(N2CCOCC2)n1
 : -0.7	x	-5.9	x	x	x	12.8	-4.8
Cc1ccc(C(=O)Nc2cccnc2)cc1S(=O)(=O)N1CCCCCC1
 : 19.4	-14.8	x	-1.7	0.3	-1.5	3.0	2.1
CN1Cc2c(N3CCOCC3)nc3sc(C(=O)c4ccc(Br)cc4)c(N)c3c2CC1(C)C
 : x	28.8	x	-4.8	0.3	0.6	13.6	-9.5
CC1COc2ccccc2N1C(=O)c1ccc(Cl)nc1 (stereo not given)
 : x	-11.4	21.5	3.1	x	-3.1	x	x
CCNC(=O)C1CCCN(C(=O)c2cc(OC)c(OC)c(OC)c2)CC1 (stereo not given)
 : 2.7	-19.6	x	9.6	0.0	1.4	-7.3	5.7
COc1ccccc1N1C(=O)C2C3C=CC(C3)C2C1=O (stereo not given)
 : -2.5	x	-5.2	x	x	x	-2.0	-1.3
CO[C@H]1CC[C@@H]2CCOc3ccc(C#N)cc3C(=O)N(C)C[C@@H](OC)[C@H](C)C(=O)N(C)C[C@H]1O2
 : 7.6	-8.7	1.2	3.2	-0.1	0.4	2.9	1.6
C/C(N)=C(/C#N)C(=O)COc1ncnc2ccc(Br)cc12
 : -4.0	x	-1.9	x	x	x	-5.3	2.2
COc1ccccc1/C=C1\SC(=S)N(CC(=O)Nc2nnc(C)s2)C1=O
 : x	-16.3	x	-1.1	0.1	6.2	x	x
C[C@@H]1CCCCO[C@H](CN(C)S(=O)(=O)c2ccc(F)cc2)[C@H](C)CN([C@H](C)CO)C(=O)c2cc(NS(=O)(=O)c3ccc(F)cc3)ccc2O1
 : -0.2	x	3.4	x	0.3	x	9.0	-2.5
CC(C)C(NC(=O)C1CCCCC1)C(=O)NCc1ccccn1 (stereo not given)
 : -6.2	x	1.3	x	x	x	0.4	-5.9
Cc1ccc(S(=O)(=O)N2CCN(CC(=O)Nc3ccccc3Cl)CC2)cc1
 : -1.9	-0.3	-4.7	-0.5	-0.2	-21.2	-16.3	4.1
Cc1ccc(-n2nc3c(=O)n(CCCC(=O)N4CCC(C(N)=O)CC4)nc(C)c3c2C)cc1
 : 4.3	-5.2	-5.0	3.3	x	2.1	12.8	2.1
Cc1ccc(S(=O)(=O)/N=C(/NC(=S)Nc2c(C)n(C)n(-c3ccccc3)c2=O)c2ccccc2)cc1
 : x	-12.5	-0.8	0.1	x	-3.7	x	x

Continuation:
Fields – esBAF inh	RAD52 anneal inh	ARNT TACC3 PPI	Casp6 inh	E-selectin induc	ERp5 inh	RAD54 branch	PglD inh
COC(=O)CCC(=O)OC1(C)C(=O)C=C2C=C(C3CC3)N(CCCOC(C)C)C=C2C1=O (stereo not given)
 : -3.2	x	74.6*	x	x	x	-29.6	-2.2
O=C(COC(=O)c1c2c(nc3ccccc13)/C(=C\c1ccco1)CC2)NC1CCCC1
 : 11.6	-37.9	x	43.4*	0.0	-4.5	x	x
COc1ccc2[nH]c(=O)c(C(c3nnnn3CC3CCCO3)N3CCc4ccccc4C3)cc2c1 (stereo not given)
 : 5.0	-47.5	1.4	6.1	x	-1.0	-10.1	0.6
COc1ccc(C(=O)NC(=S)Nc2ccc(S(=O)(=O)Nc3cc(OC)nc(OC)n3)cc2)cc1
 : -3.3	-38.4	9.5	1.1	2.5	0.9	-5.1	0.6
COc1cc(NC(=O)c2cc(Br)cc(C)c2OC)ccc1NC(=O)C(C)C
 : -7.5	1.7	2.2	0.0	x	1.8	1.7	-4.3
CCOC(=O)C1CCCN(C(=O)C2CCN(S(=O)(=O)c3ccc4ccccc4c3)CC2)C1 (stereo not given)
 : x	-27.0	-9.1	-4.4	-0.3	-4.1	7.6	-4.1
Cc1cc(C)nc(NNS(=O)(=O)c2ccc(F)c(Cl)c2)n1
 : -4.7	-2.0	9.1	7.9	5.6	8.0	3.2	6.0
COC(=O)[C@@]12C[C@@H](CC(=O)NCc3ccc(OC)c(OC)c3)C(=O)N(Cc3cccc4ccccc34)C1=CCC(C)(C)C2
 : x	-5.3	x	1.3	-0.3	4.4	x	x
CCCNC(=O)C[C@@H]1C[C@@H]2c3cc(N(C)C)ccc3O[C@@H]2[C@H](CO)O1
 : 1.0	-225.4	3.1	14.8	-0.7	4.3	2.2	-5.6
CC(=O)/C(C#N)=C1\NC(=O)C(Cc2cc(Cl)ccc2Cl)S1 (stereo not given)
 : x	-18.4	-4.0	7.7	0.3	6.1	4.7	3.4
O=C(NCc1ccccc1F)Nc1nnc([C@@H]2C[C@H](O)[C@@H](CO)O2)s1
 : 0.6	-10.5	x	-0.2	0.6	1.8	-2.8	1.5
CNc1ccccc1
 : -6.4	-9.8	x	-0.1	x	-4.1	-11.3	-3.2
CCCNC(=O)C1(C)CCN(C(=O)c2cc(C)nn2C(C)(C)C)C1 (stereo not given)
 : 3.0	-1.0	x	0.7	0.0	-0.6	6.8	0.7
CCN1CCCC1CNC(=O)c1cc(NC(C)=O)c(N(C)C)cc1OC (stereo not given)
 : 3.7	x	1.3	x	x	x	-0.2	-2.8
COc1cccc(Cn2cnc(-c3ccccc3OC)c2-c2cccnc2)c1
 : x	-26.9	x	-0.4	-3.7	2.9	x	x
O=C(NNS(=O)(=O)c1ccc(CCCl)cc1)C(O)(c1ccccc1)c1ccccc1
 : x	x	-2.8	x	0.3	x	-1.7	-3.5
NC1=NN(c2c(Cl)cc(Cl)cc2Cl)C(=O)C1
 : x	-1.8	-1.1	2.3	0.1	3.4	x	x
COc1ccccc1OCc1ccc(C(=O)N(C)c2ccccc2)o1
 : 4.8	0.8	2.0	3.1	x	-1.2	7.2	3.0

An excerpt from above in order of the ERp5 inh value, lowest first:
Compound	esBAF inh	RAD52 anneal inh	ARNT TACC3 PPI	Casp6 inh	ERp5 inh	PglD inh
COc1ccc2[nH]c(=O)c(C(c3nnnn3CC3CCCO3)N3CCc4ccccc4C3)cc2c1 (stereo not given)	5.0	-47.5	1.4	6.1	-1.0	0.6
CO[C@H]1CC[C@@H]2CCOc3ccc(C#N)cc3C(=O)N(C)C[C@@H](OC)[C@H](C)C(=O)N(C)C[C@H]1O2	7.6	-8.7	1.2	3.2	0.4	1.6
CN1Cc2c(N3CCOCC3)nc3sc(C(=O)c4ccc(Br)cc4)c(N)c3c2CC1(C)C	x	28.8	x	-4.8	0.6	-9.5
Cc1cc(C)nc(NNS(=O)(=O)c2ccc(F)c(Cl)c2)n1	-4.7	-2.0	9.1	7.9	8.0	6.0

Screens (PubChem BioAssay)
